UBC13 inh: human UBC13 polyubiquitination inhibition; UBC13 polyubiquitin chain formation, TR-FRET; inhibition, % at 20 µM; P61088; AID 485273; 330,000 tested, 0.47% active; in the data active = inhibition above about 45%, passing the limit was not always enough
Target sequence (P61088 whole entry, looked up): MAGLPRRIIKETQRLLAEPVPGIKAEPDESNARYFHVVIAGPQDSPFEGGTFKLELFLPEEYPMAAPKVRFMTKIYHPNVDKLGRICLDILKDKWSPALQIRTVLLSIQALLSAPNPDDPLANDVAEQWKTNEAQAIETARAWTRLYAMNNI
Jurkat NFkB inh: inhibitors of the PMA/ionomycin-induced NF-kB reporter in Jurkat cells; PMA/ionomycin-induced NF-kB luciferase reporter, luminescence; AID 435003; inhibition, % at 4 µM; 330,000 tested, 0.53% active
SENP7 block: inhibitors of human SENP7 protease; recombinant SENP7, Z-RLRGG-aminoluciferin luminescence, 40 min; Q9BQF6; 330,000 tested, 1.5% active; inhibition, % at 5 µM;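 active = inhibition above about 50% at the single test dose, limit read from the data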;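 also: plate controls were DMSO with enzyme for no effect and no enzyme buffer wells for full effect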
Target sequence (Q9BQF6 706-1050 limits assumed): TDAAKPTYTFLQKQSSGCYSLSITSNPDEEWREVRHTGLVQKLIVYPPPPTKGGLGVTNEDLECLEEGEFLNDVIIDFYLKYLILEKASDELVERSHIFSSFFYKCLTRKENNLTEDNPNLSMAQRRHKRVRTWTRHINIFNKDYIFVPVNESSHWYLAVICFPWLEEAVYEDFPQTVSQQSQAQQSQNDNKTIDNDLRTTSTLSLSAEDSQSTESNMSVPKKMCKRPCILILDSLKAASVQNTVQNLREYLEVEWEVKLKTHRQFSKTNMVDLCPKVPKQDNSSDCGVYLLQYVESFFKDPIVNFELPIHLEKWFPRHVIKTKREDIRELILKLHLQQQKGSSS
HKDC1 inhibitor: HKDC1 (human) hexokinase inhibition; recombinant HKDC1, G6PDH/diaphorase resazurin coupled fluorescence; inhibition, % at 20 µM; 340,000 tested, 0.16% active;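 active = inhibition above about 35% when tested at 20 µM, limit read from the data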;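 also: plate controls were DMSO wells with enzyme for no effect and DMSO wells lacking enzyme for full effect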
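Incubation: 90 min at room temperature in dark / Material: recombinant HKDC1 (HK5) hexokinase enzyme, produced in-house / Quantity: enzyme 5 µg/mL final / Compound: one dose of 20 µM, 1% DMSO / Reagent: glucose and ATP substrates / Buffer or medium: Tris pH 8.0 buffer with MgCl2, Tween-20, BSA, BME / Technique: resorufin fluorescence at 613 nm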
Apaf-1 inh: blocks human Apaf-1 apoptosome activity; AID 489030; inhibition, % at 20 µM; 330,000 tested, 0.71% active; reconstituted apoptosome caspase-3 activity, DEVD-Rh110 fluorescence; active = inhibition of at least 40% at 20 µM;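 also: plate controls were DMSO wells for no effect and DEVD-CHO caspase inhibitor wells for full effect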
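System: reconstituted apoptosome with Apaf-1, cytochrome c, caspase-9, procaspase-3, dATP; Signal: Rh110 fluorescence intensity; Schedule: 30 min compound preincubation, 50 min activation, room temperature; Reagent: cytochrome c trigger plus (Z-DEVD)2-Rh110 caspase-3 substrate.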
Gli-Sufu block: blocks Gli-Sufu signaling in a luciferase reporter; 340,000 tested, 0.74% active; inhibition, % at 5 µM; Sufu-KO-LIGHT fibroblasts, Gli luciferase reporter luminescence;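 active = inhibition above about 55%, limit read from the data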;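 also: 0% = DMSO-treated cells and 100% = wells with medium but no cells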
SENP8 inh: inhibitors of human SENP8 protease. inhibition, % at 10 µM. purified SENP8, Z-RLRGG-aminoluciferin cleavage, luminescence. AID 2540. 330,000 tested, 1.2% active
Target sequence (Q96LD8 whole entry, looked up): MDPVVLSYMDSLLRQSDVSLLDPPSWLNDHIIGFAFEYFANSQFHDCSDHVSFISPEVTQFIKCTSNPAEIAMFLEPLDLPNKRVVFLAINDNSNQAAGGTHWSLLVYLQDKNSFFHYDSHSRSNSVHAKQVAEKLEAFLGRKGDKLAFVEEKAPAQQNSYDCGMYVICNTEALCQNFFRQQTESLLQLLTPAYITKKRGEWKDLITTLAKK
697 NFkB inh: inhibitors of the PMA/ionomycin-induced NF-kB reporter in 697 B cells; inhibition, % at 4 µM; 697 B-cell NF-kB luciferase reporter, 16 h; 330,000 tested, 0.33% active; in the data active = inhibition above about 35%
Numbers without * were called inactive; / = not tested or not shown. Rule as the data show it, unless noted: active = inhibition above about 50%; inactive = the rest.

SMILES	UBC13 inh	Jurkat NFkB inh	SENP7 block	HKDC1 inhibitor	Apaf-1 inh	Gli-Sufu block	SENP8 inh	697 NFkB inh
C[C@H](CO)N1C[C@H](C)[C@@H](CN(C)S(C)(=O)=O)Oc2c(NC(=O)C3CC3)cccc2C1=O	5	1	3	-1	9	24	-3	1
COc1ccc(C/C(N)=N/OC(=O)c2ccco2)cc1OC	0	-19	-8	-11	6	-3	-9	-5
CCOC(=O)C(C)c1c(C(=O)c2ccc(C)nc2)c2ccccc2n1C (configuration not stated)	17	-16	2	/	5	/	7	4
c1ccc(COc2ccc(OCCCn3cncn3)cc2)cc1	-3	-84	77*	-1	6	-84	52*	-107
Cc1ccc(CCNC(=O)C2CCC(=O)N2Cc2ccc(F)cc2)cc1 (configuration not stated)	2	11	0	0	-5	4	8	0
O=C(Cn1cnc2cc([N+](=O)[O-])ccc2c1=O)NC(=O)NCc1ccccc1	8	-5	-5	-1	-5	-32	5	10
O=C(COC(=O)CCc1nc2ccccc2c(=O)[nH]1)Nc1c(Cl)cccc1C(F)(F)F	4	9	0	-4	2	-7	15	-6
c1ccc2sc(NC3=NCN(Cc4ccc5c(c4)OCO5)CN3)nc2c1	-3	-4	6	-2	25	1	-4	1
CN(CC(=O)Nc1ccc(N2CCOCC2)cc1)C(=O)CSc1ccc(F)cc1	-5	-3	2	-4	6	-18	-10	6
COCCNC(=O)CN(Cc1ccc2c(c1)OCO2)C(=O)CCC(=O)Nc1nccs1	-7	-10	-6	3	0	2	-3	-10
CC(C)c1ccccc1NC(=O)c1cnccn1	2	-13	8	-12	1	2	6	-15
O=C(/C=C/c1ccc(Cl)cc1)N1CCN(c2ccc(Cl)cc2[N+](=O)[O-])CC1	-2	-16	1	1	18	0	-5	17
O=C(Nc1ncccn1)c1ccc(C(F)(F)F)cc1	10	-11	1	-7	-18	-9	-5	3
Cc1ccc(NC(=O)c2ccc(NCCCN3CCC(C)CC3)c([N+](=O)[O-])c2)c(C)c1	-18	46	4	-1	10	20	8	2
Cc1ccc(S(=O)(=O)N(C)Cc2nc(-c3ccc(Br)cc3)no2)cc1	13	7	-4	-4	-3	-3	3	7
CCN1CC(CNC(=O)c2ccc3nc(Cc4cccc(Cl)c4)oc3c2)CC1=O (configuration not stated)	8	-4	-1	-2	-5	8	9	1
CCC(=O)Nc1ccc(S(=O)(=O)Nc2cccnc2)cc1	-6	10	0	4	1	3	3	13
COc1ccc(/C=C/C(=O)OCC(=O)Nc2cc(C(N)=O)cc(C(N)=O)c2)cc1	-1	-21	0	-8	11	-5	2	-5
O=C(O)C1CCCN1C(=O)c1cncc(Br)c1 (configuration not stated)	-4	-22	-3	-3	-7	15	-11	-25
O=C(c1ccc(NS(=O)(=O)c2cccc3cccnc23)cc1)N1CCOCC1	-4	9	6	-3	9	-12	3	0
CCN(CC)CCN(C(=O)c1ccc2c(c1)CCCC2)c1nc2cc(OC)c(OC)cc2s1	32	23	-1	3	48*	35	-11	-7
S=C(NCCN1CCOCC1)Nc1ccc(Nc2ccccc2)cc1	-8	-3	-2	-7	11	17	2	-11
CC(C)c1ccc(C2C(C#N)=C(N)Oc3c2oc(CO)cc3=O)cc1 (configuration not stated)	-10	7	3	0	1	0	10	15
COCCN1C(=O)C(O)=C(C(=O)c2cccs2)C1c1ccccc1 (configuration not stated)	-11	-7	-8	2	16	35	-6	6
Cc1ccc(CSCCNC(=O)CCSc2ccccc2)cc1	5	0	13	-6	8	-1	8	20

Quoted at random: two compounds from above.
SMILES	UBC13 inh	Jurkat NFkB inh	SENP7 block	HKDC1 inhibitor	Apaf-1 inh	Gli-Sufu block	SENP8 inh	697 NFkB inh
COc1ccc(C/C(N)=N/OC(=O)c2ccco2)cc1OC	0	-19	-8	-11	6	-3	-9	-5
CCN1CC(CNC(=O)c2ccc3nc(Cc4cccc(Cl)c4)oc3c2)CC1=O (configuration not stated)	8	-4	-1	-2	-5	8	9	1

Further entries follow:
SMILES	UBC13 inh	Jurkat NFkB inh	SENP7 block	HKDC1 inhibitor	Apaf-1 inh	Gli-Sufu block	SENP8 inh	697 NFkB inh
O=C(NCCc1ccc(Cl)cc1Cl)C1=CC=CN2CCS(=O)(=O)N=C12	17	9	-10	-1	-4	/	3	6
C=CCNC(=O)c1oc2ccc(S(=O)(=O)N3CCCCC3)cc2c1C	2	2	10	-3	2	-8	0	-15
O=C(Nc1cccc(-n2cnnn2)c1)c1ccncc1	-5	5	13	-6	-4	-8	-25	6
CC1(C(=O)Nc2ccc3ccccc3c2)CC1(Br)Br (configuration not stated)	-8	-18	7	-2	15	4	2	-12
Cc1cccc(NS(=O)(=O)c2cc(C(=O)NCc3ccccn3)ccc2C)c1	-4	19	-5	-7	10	0	3	14
O=C(CCN1C(=O)COc2ccccc21)NCc1cccnc1	5	5	3	10	-21	8	-6	16
O=C(N/N=C/C=C/c1ccccc1)c1cccs1	0	-41	3	-10	7	-9	-10	-33
C/C(CCc1ccccc1)=N\NC(=O)c1ccccc1	1	-22	6	-10	0	-6	-1	-6
CCc1cccc(NC(=O)CCNS(=O)(=O)c2cccc3nonc23)c1	4	1	-5	-12	-8	-3	0	5
COc1ccc(Cl)cc1NC(=O)CN(C)C(=O)Cc1ccc2c(c1)CCC2	3	-7	13	4	12	3	-4	-12
COc1ccc(/C=N/NC(=O)CSc2nnc(C)n2-c2ccccc2)c(OC)c1OC	-13	-7	-4	1	0	-2	-3	-24
Cc1ccc(NC(=O)c2ncc(Cl)c(Cl)c2Cl)cc1C	1	-59	-5	-5	-4	-57	-9	-42
COC(=O)CCC(=O)Nc1ccc(NC(C)=O)cc1	3	-11	-6	-3	6	-6	-5	-7
Fc1ccccc1-c1n[nH]c(=S)n1/N=C/c1c[nH]c2ccccc12	-8	-1	16	3	3	12	2	-21
CN1CCC(=NNc2ncnc3sc4c(c23)CCCC4)CC1	10	-4	0	-9	10	-2	-5	-6
CC(=O)Nc1ccc(NC(=O)c2cccc(S(=O)(=O)N3CCCCCC3)c2)cc1	15	-29	-9	-5	-1	0	-4	-7
C=CCSc1nncn1/N=C/c1ccc(OC)cc1	6	-84	-5	1	5	-86	-11	-113
COc1cccc(-c2csc(/C(C#N)=C/Nc3cc4oc5ccccc5c4cc3OC)n2)c1	5	12	1	-4	-12	8	5	7
CCOC(=O)Cn1nnnc1CN(Cc1ccc(OC)cc1)Cc1cc2cc(C)cc(C)c2[nH]c1=O	2	22	-4	3	8	8	-10	-16
Cc1cc(C)cc(-n2ccnc2SCC(=O)c2c(N)n(C3CC3)c(=O)[nH]c2=O)c1	-1	-14	-8	-6	0	-16	-3	9
C/C(=N\NC(=O)c1cc(C)oc1C)c1ccc(N2CCOCC2)cc1	-4	-5	-13	-1	-3	1	-8	-9
CCCC(C)c1nc(C(N)=O)c2[nH]c(=O)n(-c3ccc(OC)cc3OC)c2n1 (configuration not stated)	-1	13	3	4	19	-22	0	-1
Cc1ccccc1NC(=S)N(CCN(C)C)C(C)c1ccccn1 (configuration not stated)	-3	5	-3	-5	-13	-9	-1	26
COc1cc(COC(=O)c2cnc(C)cn2)c(OC)cc1Br	-2	-6	-11	-6	14	19	-9	9
O=C(COC(=O)c1ccc(F)c(S(=O)(=O)N2CCOCC2)c1)NCc1ccc2c(c1)OCO2	-5	-7	-6	3	7	5	-13	-10

Reprinted from the part before: 5 compounds; new compounds follow.
SMILES	UBC13 inh	Jurkat NFkB inh	SENP7 block	HKDC1 inhibitor	Apaf-1 inh	Gli-Sufu block	SENP8 inh	697 NFkB inh
C/C(=N\NC(=O)c1cc(C)oc1C)c1ccc(N2CCOCC2)cc1	-4	-5	-13	-1	-3	1	-8	-9
CCCC(C)c1nc(C(N)=O)c2[nH]c(=O)n(-c3ccc(OC)cc3OC)c2n1 (configuration not stated)	-1	13	3	4	19	-22	0	-1
Cc1ccccc1NC(=S)N(CCN(C)C)C(C)c1ccccn1 (configuration not stated)	-3	5	-3	-5	-13	-9	-1	26
COc1cc(COC(=O)c2cnc(C)cn2)c(OC)cc1Br	-2	-6	-11	-6	14	19	-9	9
O=C(COC(=O)c1ccc(F)c(S(=O)(=O)N2CCOCC2)c1)NCc1ccc2c(c1)OCO2	-5	-7	-6	3	7	5	-13	-10
Cc1ccc2[nH]c3c(c2c1)CCCC3=O	18	-7	-5	1	4	-2	2	10
Cc1cccc([C@@H]2[C@@H]3C(=O)N(Cc4ccccc4)C(=O)[C@@H]3[C@]3(C)C(=O)N(c4ccc(C(F)(F)F)cc4)C(=O)N23)c1	2	-7	7	-1	19	0	-6	7
CCOC(=O)c1sc(C)c(C(N)=O)c1NC1=NCCCCC1	10	2	1	15	-9	1	-1	21
CCC1SC2=NC(C)=C(C(=O)OCCOC)C(/C=C/c3ccccc3OC)N2C1=O (configuration not stated)	0	-2	4	2	7	10	2	-2
COc1ccc(CNc2ncnc3sccc23)cc1OC	4	30	6	-2	8	30	-2	-9
O=C1CC(c2ccccc2)CN1C(=O)c1cncc(Br)c1 (configuration not stated)	-2	-7	3	-5	-2	-27	-5	3
COc1ccc(CC(=O)N(C)Cc2ccc(Cl)cc2)cc1S(=O)(=O)N1CCOCC1	12	-6	11	-2	28	4	-5	-22
CN(C(=O)COc1ccc2ccc(=O)oc2c1)C1CCS(=O)(=O)C1 (configuration not stated)	-9	-2	92*	3	9	-33	2	-2
O=C(COC(=O)c1cc(=O)c2ccccc2o1)Nc1ccccc1F	2	13	11	-4	-3	2	3	8
O=C(CC1C(=O)NCCN1Cc1ccccc1C(F)(F)F)NC1CCC1 (configuration not stated)	-14	1	-8	-4	3	18	0	-32
CC(C)(C)c1ccc(/C=N/NC(=O)Cc2c[nH]c3ccccc23)cc1	4	-17	-5	3	32	0	-17	-9
CN1CCN(S(=O)(=O)c2cccc(C(=O)N3CCN(c4ccccc4F)CC3)c2)CC1	-2	-12	-2	-1	-4	-7	10	14
CC1CCCCN1C(=O)COC(=O)c1ccc2c(c1)C(=O)N(Cc1ccco1)C2=O (configuration not stated)	-4	16	1	1	6	-1	-2	-1
CCOC(=O)c1c(C)[nH]c(C(=O)Cn2c(=O)oc3ccccc32)c1C	0	-17	-1	-8	0	-2	7	3
COc1ccc(N(C(C)C(=O)N/N=C/c2cc(Br)c(C)o2)S(C)(=O)=O)cc1 (configuration not stated)	2	10	4	1	4	0	0	8
CCOc1ccc(OCC)c(S(=O)(=O)NCCCN2CCOCC2)c1	-1	-9	1	4	11	-3	-2	9
O=C(Nc1ccc(S(=O)(=O)NC2CCCC2)cc1)c1cnccn1	8	7	3	-8	0	10	3	-19
Cc1ccc(OCC(=O)N2CCN(S(=O)(=O)c3ccccc3)CC2)c([N+](=O)[O-])n1	3	13	-2	13	5	6	-1	31
CCOc1cccc(/C(O)=C2/C(=O)C(=O)N(CCOC)C2c2ccc(C)o2)c1 (configuration not stated)	-9	14	6	-2	18	-1	0	27
CCOc1ccc(NS(=O)(=O)c2ccc(C(=O)NCC(c3ccc(OC)cc3)N3CCOCC3)cc2)cc1 (configuration not stated)	-2	-14	-9	2	1	8	-14	-20
Cc1ccc(Oc2ccc(NC(=O)c3ccco3)cc2)cc1	4	-33	5	-3	-5	-49	-14	-21
Nc1ncnc2c1ncn2CCN1CCCCC1	-1	5	7	-10	-4	1	5	28
CCn1c2ccccc2c2cc(CN3CCN(S(=O)(=O)Cc4ccccc4)CC3)ccc21	8	-10	-6	-11	13	38	-8	-9
CCOC(=O)c1sc2ccccc2c1NC(=O)c1coc2ccccc2c1=O	-8	-19	7	8	21	-22	-5	-4
Cc1csc(NC(=O)c2cn3ccccc3n2)n1	4	-2	85*	-1	-12	-6	70*	-36
CN(CC(=O)Nc1ccc(S(=O)(=O)N2CCCC2)cc1)Cc1ccc(Cl)cc1	-4	-1	-7	-9	15	2	-11	-3
Cc1ccc2nc(N3CCN(CCO)CC3)nc(-c3ccccc3)c2c1	19	-7	-3	-5	10	4	1	-12
CC(C)NC(=O)NNC(=O)Cn1nnc(-c2cccc(Cl)c2Cl)n1	3	4	1	-1	-6	1	4	13

Source: PubChem
